# PAX8 reporter = lowers PAX8-driven luciferase in RMG-I cells; RMG-I TPO-luciferase reporter, SteadyGlo, 24 h; inhibition, % at 12.6 µM; 360,000 tested, 1.2% active; AID 652154;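 active = mean replicate inhibition at least 60% with every replicate also reaching 60%; inconclusive = only one of the two criteria is met; inactive = mean below 60% and not all replicates reaching 60%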;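 also: luciferase light reporting Pax8 driven TPO promoter activity; plate controls were median of neutral control wells for no effect and mitoxantrone controls for full effect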
# GSIS activator = primary screen for activators of insulin secretion dependent on glucose, INS-1E cells, GLuc reporter luminescence; INS-1E GLuc reporter insulin secretion, 2-3 h; activation, % at 16.6 µM; 370,000 tested, 0.61% active;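 active = lowest replicate activation of at least 40%, so every replicate reaches that level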;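 also: 0% = median of neutral control wells and 100% = median of IBMX positive control wells; some compounds called inactive have numbers as strong as hits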
# miR122 inh = inhibitors of miR-122 in Huh7 cells | Huh7 miR-122 Renilla luciferase sensor, 48 h; neutral wells = 0, positive control = 100 | activation (reporter increase), % at 12.5 µM | 340,000 tested, 0.3% active;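 active = mean replicate activation score at least 90 and every replicate individually at or above 90; inconclusive = only one of the two criteria met; inactive = neither criterion met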;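 also: higher luciferase means less miR-122 activity so hits act as miR-122 inhibitors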
# FN deposit inh = fibronectin deposition inhibition. AH1F fibroblasts, Alexa488-fibronectin deposition fluorescence, overnight. inhibition, % at 12.6 µM. 350,000 tested, 0.086% active;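 active = mean inhibition across replicates of 30% or more, regardless of how many single replicates reach that level; inconclusive = mean under 30% yet at least half of replicates reach 30%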;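 also: positive control wells lacked labelled fibronectin entirely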
#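 Test system: AH1F fibroblast monolayer depositing Alexa488-labelled fibronectin into matrix. Input: 10000 cells per well. Technique: fluorescence, ex 485 nm, em 525 nm. Buffer or medium: DMEM plus 2% serum, read in PBS. Timing: 1 h cell adhesion before compound, then overnight fibronectin incubation. Compound: single dose, pinned. Read-out basis: inhibition from reduced deposited-fibronectin fluorescence.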
# EWS-Fli inh = EWS/Fli transcriptional activity inhibition | A673 NR0B1-luciferase reporter, viability-normalised | inhibition, % at 12.6 µM | 350,000 tested, 0.67% active;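 active = mean inhibition of at least 50% after viability correction, with every replicate also passing that limit; inconclusive = mean reaches 50% but only one of two replicates passes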;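 also: firefly luciferase signal divided by Alamar Blue viability fluorescence both relative to DMSO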
# F508del corr = CFTR F508del correction in bronchial cells; CFBE cells, YFP halide quenching; stimulated with forskolin plus potentiator P3; % fluorescence drop versus neutral controls; activity (quench increase), % at 7.58 µM; 350,000 tested, 0.36% active; AID 720511;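 active = mean added fluorescence quench of at least 8% versus neutral control, with both replicates also reaching 8%; inconclusive = only one of the mean or replicate conditions met; inactive = mean below 8% and not both replicates reaching 8%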;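 also: cells transiently co-express mutant CFTR-F508del with the halide-sensitive YFP; corrector assay measuring rescue of mutant channel to the surface after 24 h compound exposure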
# DENV2 CPE rescue = protects cells from dengue virus 2 cytopathic effect; DENV2-infected cells, cytopathic effect rescue, plate reader; CPE inhibition, % at 9.99 µM; 350,000 tested, 1.7% active; AID 651640; in the data active = CPE inhibition above about 20%, passing the limit was not always enough; inconclusive = no clear call, values can overlap the other calls; tested in BHK-21 cells;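 also: 0% = median of neutral control wells and 100% = median of positive control wells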
# Numbers without * were called inactive; u = inconclusive; x = no result given; [ ] = remark or other dose.
SMILES,PAX8 reporter,GSIS activator,miR122 inh,FN deposit inh,EWS-Fli inh,F508del corr,DENV2 CPE rescue
CCCCN1C[C@H](c2ccc(OC)cc2)[C@@H](CC(=O)Nc2ccc(OC)cc2)C1=O,4,-12,1,-3,1,3.0,-9
COc1ccc(/C=C/c2c(-c3ccc(OC)cc3)oc3ccc(-c4ccc(OC)cc4)cc23)cc1,-17,4,4,-1,-6,0.5,-6
COc1ccc2c3c(n(C)c2c1)[C@H](CO)N(Cc1cccc(Cl)c1)CC31CCN(C(=O)C2CC2)CC1,-8,-12,x,-4,-3,0.6,-2
Cc1cccc(N2CCN(CC(=O)N(C)Cc3ccccc3)CC2C)c1 (centres undefined),9,6,-9,0,3,0.0,-3
CCCCN(CCCNC(=O)Cn1nc(CC)n2c(cc3sc(C)cc32)c1=O)Cc1ccccc1,-16,10,2,-3,10,-1.6,6
[N-]=[N+]=NCc1ccccc1C[C@]1(C(=O)N2CCCCC2)COC(c2ccc(OCCCO)cc2)=N1,x,x,x,x,-5,-2.0,-8
Cc1cccc(N(C(=O)c2csnn2)C(C(=O)NCc2ccccc2)c2ccncc2)c1 (centres undefined),-7,-8,-3,5,8,-2.2,1
CC(=O)Nc1ccc(S(=O)(=O)N2CC(=O)NC(=O)C2)cc1,-5,10,8,1,x,-0.7,-10
C[C@H](CO)N1C[C@H](C)[C@@H](CN(C)C(=O)Nc2ccc3c(c2)OCO3)OCCCC[C@H](C)Oc2ccc(N(C)C)cc2C1=O,14,2,-1[16.7 µM],x,2,-2.9,-9
COc1ccc2c3c([nH]c2c1)[C@@H](CO)N(C(=O)c1ccncc1)CC31CN(C)C1,-21,8,x,-4,-2,-1.0,16
O=C(Nc1ncccn1)c1ccc([N+](=O)[O-])cc1Cl,24,x,-10,2,4,x,4
COc1ccccc1-c1cn(CC[C@@H]2CC[C@@H](NC(=O)C3CCOCC3)[C@@H](CO)O2)nn1,9,-13,-4[16.7 µM],x,7,-1.5,-1
C[C@@H]1CN([C@@H](C)CO)C(=O)CCCn2nncc2CO[C@@H]1CN(C)Cc1cccnc1,x,5,5[16.7 µM],-4,2,-2.7,x
CCN(CC)P(=O)(Nc1ccc([N+](=O)[O-])cc1)c1c(C)nn(CCC#N)c1NC(=O)c1ccc(Cl)cc1Cl (centres undefined),19,1,x,-5,5,1.7,0
Cc1ccc(C(=O)Nc2cccc3ccccc23)o1,-6,x,-1,2,-9,0.6,-12
CCOC(=O)CCCN1CC(O)=C(c2nc3ccccc3s2)C1=N,-7,9,x,-4,15,2.6,2
CC(c1ccccc1C(O)c1ccccc1)N(C)C (centres undefined),x,21,x,x,5,0.3,x
COc1ccc(NC(=O)N(C)C[C@@H]2Oc3ccc(NS(C)(=O)=O)cc3CC(=O)N([C@@H](C)CO)C[C@@H]2C)cc1,-26,-8,1[16.7 µM],-7,-2,0.4,9
Cc1ccsc1C(=O)OCC(=O)c1cc(C)n(C)c1C,48,4,1,x,63*,-1.3,-3
CCOC(=O)[C@@H]1[C@H]2COc3ccccc3[C@H]2N2C(=O)N(c3ccc(C(F)(F)F)cc3)C(=O)[C@]12C,-22,-15,2,0,-23,1.2,x
O=C(O)C1=CC[C@@H](c2ccc(Cl)cc2)N(S(=O)(=O)c2ccc(Cl)cc2)[C@H]1c1ccc(F)cc1,17,13,3,-1,-2,1.4,16
Cc1ccc(NC(=O)CSc2nc(=O)n(CCN(C)C)c3c2CCCC3)c(C)c1,4,3,4,-2,-7,0.5,2
O=C(COc1ncnc2sccc12)Nc1ccc(F)cc1F,17,-7,x,14,5,-1.5,1
CCC(=O)N1C[C@@H](C)[C@H](OC)CN(C)C(=O)c2ccc(NC(=O)Nc3ccccc3)cc2OC[C@@H]1C,x,-5,-1[16.7 µM],-13,-2,2.5,0
Cc1cc(=O)[nH]c(SCc2nc3ccccc3n2Cc2ccccc2)n1,x,11,0,-8,x,x,x

# The list goes on; the last 4 above are carried over.
SMILES,PAX8 reporter,GSIS activator,miR122 inh,FN deposit inh,EWS-Fli inh,F508del corr,DENV2 CPE rescue
Cc1ccc(NC(=O)CSc2nc(=O)n(CCN(C)C)c3c2CCCC3)c(C)c1,4,3,4,-2,-7,0.5,2
O=C(COc1ncnc2sccc12)Nc1ccc(F)cc1F,17,-7,x,14,5,-1.5,1
CCC(=O)N1C[C@@H](C)[C@H](OC)CN(C)C(=O)c2ccc(NC(=O)Nc3ccccc3)cc2OC[C@@H]1C,x,-5,-1[16.7 µM],-13,-2,2.5,0
Cc1cc(=O)[nH]c(SCc2nc3ccccc3n2Cc2ccccc2)n1,x,11,0,-8,x,x,x
Cc1ccc2cc(N)ccc2n1,7,28,x,-3,-6,-3.1,4
COc1cccc(S(=O)(=O)Nc2ccc3c(c2)[C@@H]2C[C@H](CC(=O)N(C)C)O[C@H](CO)[C@@H]2O3)c1,x,-2,-6[16.7 µM],-6,7,0.1,-6
NS(=O)(=O)c1ccc(CCNC(=O)c2ccccc2-c2ccccc2)cc1,14,1,x,-23,-3,2.0,1
CC(C)C(=O)N[C@H]1CCC2C3CC=C4C[C@@H](O)CC[C@]4(C)C3CC[C@@]21C (some centres undefined),13,19,-2,2,-12,-1.9,-2
O=S(=O)(Nc1ccncc1Cl)c1cc(Cl)ccc1Cl,-5,-5,1,4,11,-1.2,3
CCN1C(=O)S/C(=C\c2ccc(N3CCOCC3)cc2C)C1=O,-225,x,-5,-6,x,x,x
Cc1noc(C)c1C(=O)N1CCC(CO)(Cc2ccccc2)CC1,-11,x,x,x,-7,-1.7,0
CCn1c(CSc2nc(C)cc(C)n2)nnc1SCC(=O)Nc1cccc2ccccc12,x,6,0,x,17,-2.6,1
N#C[C@H]1[C@@H](c2ccc(C3=CCCC3)cc2)[C@H](CO)N1C(=O)Cc1ccncc1,11,7,x,-8,-4,-1.8,-4
O=C(CCc1ccccc1Cl)Nc1ccc(S(=O)(=O)Nc2nccs2)cc1,-5,17,22,3,9,-3.5,u
C[C@H](CO)N1C[C@H](C)[C@@H](CN(C)Cc2ccc(C(=O)Nc3ccccc3N)cc2)Oc2c(NC(=O)c3ccc(-c4nccs4)cc3)cccc2C1=O,x,2,19[16.7 µM],x,44,0.4,13
CC(=O)c1cccc(NC(=O)C(CC(C)C)NC(=O)C2CCCCC2)c1 (centres undefined),6,-11,57,-2,2,1.0,2
CCn1nc(C)c(CNC(=O)Nc2ccc3c(c2)OCO3)c1C,-89,21,1,-5,-61,-3.4,2
CC(Oc1cccc(Cl)c1)C(=O)Nc1ccccc1C(=O)N1CCCCC1 (centres undefined),4,-3,x,-1,4,1.1,8
Cc1nnc2ccc(N3CCN(C(=O)c4ccccc4)CC3)nn12,-1,7,-7,5,-1,-1.8,19
Cc1nc2cc(NC(=O)NC3CC3)ccc2n1C,-2,23,x,x,-15,-0.2,7
O=C(c1ccccn1)N1CC(=O)N2[C@H](C1)[C@@H](c1ccc(C#CCc3ccccc3)cc1)[C@@H]2CO,x,-11,x,x,x,-4.1,5
Cc1ccc(NC(=O)NCc2cccn2C)cc1C,-66,0,x,3,-58,x,-3
CCO[C@H]1OC(C(=O)N2CCN(C)CC2)=C[C@@H](C(C)(C)C)[C@@H]1CCCO,-12,-2,3,5,-10,1.5,4
O=C(NCCO)C(=O)c1c(-c2ccccc2)cc2ccccn12,8,-3,-5,-2,-7,-1.6,-6
O=C(c1ccncc1)N1CC(=O)N2[C@H](CO)[C@@H](c3ccc(-c4cccnc4)cc3)[C@H]2C1,8,15,x,x,4,-1.0,-6
C[C@@]12CCC=C[C@H]1[C@H](c1ccc3ccccc3c1Br)N(Cc1ccccc1)C2=O,0,-4,-8,-4,4,2.7,-1
Nc1n[nH]c(-c2ccc(F)cc2)n1,-2,x,-13,5,x,x,x
CS(=O)(=O)N1CCC(C(=O)Nc2cccc([N+](=O)[O-])c2)CC1,-3,-4,x,-1,-10,-0.2,1
CCC(=O)c1ccc(OCC(=O)Nc2cccc(S(=O)(=O)N(C)c3ccccc3)c2)cc1,12,-39,-11,1,-5,2.4,-8

# Individual results from the list.
# Cc1ccc2cc(N)ccc2n1 | FN deposit inh = -3
# Cc1nc2cc(NC(=O)NC3CC3)ccc2n1C | F508del corr = -0.2

# Carrying on:
SMILES,PAX8 reporter,GSIS activator,miR122 inh,FN deposit inh,EWS-Fli inh,F508del corr,DENV2 CPE rescue
CN(C)CCNC(=S)NC1CCCCC1,11,x,x,-1,-3,-2.2,-3
N/C(=N\OC(=O)/C=C/c1ccccc1Cl)c1cccnc1,-134,9,6,6,-102,-1.2,-4
CCC(=O)N1C[C@@H](C)[C@H](OC)CN(C)C(=O)c2cc(NC(=O)NC3CCCC3)ccc2OC[C@H]1C,x,-1,x,-4,6,-0.5,1
Cc1cc([N+](=O)[O-])cc([N+](=O)[O-])c1NCC(C)C,4,3,-7,3,0,1.1,4
Cc1[nH]c2ccccc2c1/C=N/NC(=O)CNC(=O)Cc1ccccc1,27,-1,-4,-6,x,-0.2,-2
NNC(=O)COc1ccccc1[N+](=O)[O-],7,-7,-4,10,6,-0.9,-2
C[C@H](CO)N1C[C@H](C)[C@H](CN(C)S(=O)(=O)c2cn(C)cn2)Oc2ccc(NS(=O)(=O)c3ccc(Cl)cc3)cc2CC1=O,x,2,-1[16.7 µM],x,-8,-0.6,0
Cc1nc2ccccc2c2oc(C(=O)NCCN3CCCCC3C)cc12 (centres undefined),-13,x,-3,-8,-5,4.6,12
Cc1ccc(S(=O)(=O)N2CCNC(=O)CC2)cc1,-11,5,-3,-2,5,1.5,-3
O=C(C1CCCCC1)N1CC(=O)N2[C@H](C1)[C@@H](c1ccc(Br)cc1)[C@@H]2CO,13,2,x,-4,-6,-3.2,2
O=[N+]([O-])c1nccn1CCCCCCCCCCCN1CCOCC1,-10,0,3,-1,-21,-3.0,11
CCOc1ccc(-c2cc(C(=O)Nc3cc(OC)c(OC)c(OC)c3)[nH]n2)c(C)c1,18,4,1,3,10,1.4,8
CO[C@H]1CN(C)C(=O)c2ccc(NS(=O)(=O)c3ccccc3)cc2OC[C@H](C)N(Cc2nccs2)C[C@@H]1C,x,-3,x,-2,4,-2.7,-7
O=S(=O)(N[C@H]1CC[C@@H](CCn2cc(-c3cccc(F)c3)nn2)O[C@H]1CO)c1ccc(Cl)cc1,10,-17,x,x,-8,-2.1,9
CNC(=O)CN1C(=O)NC2(CCc3ccccc32)C1=O (centres undefined),-10,x,3,10,x,x,x
CCOc1ccc(Nc2nc(N)c([N+](=O)[O-])c(N3CCOCC3)n2)cc1,4,13,-4,5,-16,0.1,-3
CN(C)c1cncc(C(=O)O)c1,-6,63*,x,-19,7,x,0
C[C@H](O)C#Cc1ccc2c(c1)O[C@H](CN(C)C(=O)C1CC1)[C@H](C)CN([C@H](C)CO)S2(=O)=O,x,6,-1[16.7 µM],x,-5,-0.9,-8

# In a second layout: results already given
O=S(=O)(N[C@H]1CC[C@@H](CCn2cc(-c3cccc(F)c3)nn2)O[C@H]1CO)c1ccc(Cl)cc1
- PAX8 reporter: 10
- GSIS activator: -17
- miR122 inh: x
- FN deposit inh: x
- EWS-Fli inh: -8
- F508del corr: -2.1
- DENV2 CPE rescue: 9
CN(C)CCNC(=S)NC1CCCCC1
- PAX8 reporter: 11
- GSIS activator: x
- miR122 inh: x
- FN deposit inh: -1
- EWS-Fli inh: -3
- F508del corr: -2.2
- DENV2 CPE rescue: -3
